# mouse IAP activators = activators of mouse IAP, confirmation, biochemical, luminescence, single concentration (AID 434970). 11,000 compounds, 2.9% hits. purified mouse IAP, CDP-Star luminescence, 30 min; hits give low values. activity change, negative = activation, % at 10 µM; in the data active = activity change below about -85%;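 also: percent relative to enzyme plus DMSO wells and wells without enzyme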
# mouse IAP activators Fold change = second read-out of mouse IAP activators, no call of its own (marks repeat the call); activation factor; measured here: IAP activation factor; hits give high values;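 fold luminescence change scaled to plate control wells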
# Numbers without * were called inactive. Not all compounds are listed (hit frequency here may not be typical).
# Screens in order: mouse IAP activators | mouse IAP activators Fold change
COc1cc(-c2nnc3sc(-c4cccs4)nn23)cc(OC)c1OC
  -6 | 1.1
C[C@H](CO)N1C[C@H](C)[C@@H](CN(C)S(=O)(=O)c2cccs2)Oc2ccc(NC(=O)Nc3ccccc3)cc2C1=O
  -152* | 2.5*
COc1ccc(CNCCNC(=O)c2ccco2)c(OC)c1OC
  4 | 0.96
COc1ccccc1[C@@H]1C(c2cccc(C)c2)=NN(c2ccc(Br)cc2)[C@H]1C(=O)N1CCOC1=O
  -2 | 1
COc1cc(/C=C/C(O)=C/C(=O)/C=C/c2ccc(O)cc2)ccc1O
  48 | 0.53
COc1ccc(C(C(=O)NC(C)(C)C)N(C[C@H]2CC[C@@H]([C@@H]3CC[C@H](CO)O3)O2)C(=O)c2ccccc2)cc1 (some centres not stated)
  -3 | 1
O=C(O)Cn1cc(C(=O)c2ccco2)c2ccccc21
  10 | 0.9
COC(=O)C1(O)CC(C(C)C)=NN1C(=O)c1ccc(Cl)cc1 (configuration not stated)
  18 | 0.82
O=c1cc(CNC2CCCCC2)c2ccccc2[nH]1
  -3 | 1
COc1cc(/C=C2/OC(=O)c3cc([N+](=O)[O-])ccc32)cc(OC)c1OC
  0 | 1
Cc1ccc(C)c(S(=O)(=O)Nc2ccc(O)c(Sc3ncn[nH]3)c2)c1
  82 | 0.18
CC(C)N(C(=O)[C@H]1C[C@H](CC(=O)NCc2cccc(C(F)(F)F)c2)C(=O)N2CCc3c([nH]c4cc(CCC(=O)N(C)C)ccc34)[C@]12C)C(C)C
  -20 | 1.2
CC(C)CNS(=O)(=O)c1ccc(Br)cc1N1CCC[C@@H]1CO
  -6 | 1.1
Cc1cc(OCCSc2nnc(-c3cccs3)n2C)ccc1Cl
  5 | 0.95
CCC(c1nnc(SCC(=O)N2CC3(C)CC2CC(C)(C)C3)o1)N(C)C (configuration not stated)
  -2 | 1
COc1ccc(/C=C/C(=O)NC(=S)NNC(=O)c2cccnc2)cc1OC
  18 | 0.82
CCOC(=O)C1CN(S(=O)(=O)c2ccc(C)cc2)c2cc(S(=O)(=O)CC)ccc2O1 (configuration not stated)
  -8 | 1.1
COc1ccc(NC2=NC(=S)N(c3cccc(C)c3)C23CCCCC3)cc1
  -4 | 1
CCOCCOC(=O)c1ccc(-n2cncn2)nc1
  4 | 0.96
CC(=O)NC(=O)c1nnn(Cc2ccccc2)c1NC(C)=O
  2 | 0.98
Cc1ccc(Cl)cc1NC(=S)NCCCSC1CCCCC1
  -29 | 1.3
Cc1ccc2c(c1)nnn2C1CCN(S(=O)(=O)c2ccc(C(=O)N3C(C)CCCC3C)cc2)CC1 (configuration not stated)
  12 | 0.88
CCn1cc(C(=O)OCC(=O)Nc2cc(S(=O)(=O)N(C)C)ccc2C)c(=O)c2ccc(C)nc21
  -13 | 1.1
COc1cc2[nH]c(=O)n(Cc3ccc(C(=O)NC4CCCC4)cc3)c(=O)c2cc1OC
  7 | 0.93
Cc1ccc(C)c(N2CCN(C(=O)CCc3nc(-c4cccc(F)c4)no3)CC2)c1
  -1 | 1
CC(C)C(=O)N[C@@H]1c2ccccc2CC[C@@H]1O
  -11 | 1.1
CCCCc1ccc(CC(=O)O)cc1
  9 | 0.91
Cc1nnc(SCC(=O)NCC2CCCO2)n1-c1ccccc1 (configuration not stated)
  5 | 0.95
N#Cc1ccc(Oc2cccnc2)cc1C#N
  11 | 0.89
CN[C@H](C)C(=O)NC[C@H]1O[C@@H](n2cnc3c(N)ncnc32)[C@H](O)[C@@H]1O
  -5 | 1
Cc1ccc(S(=O)(=O)/N=C2/NC(=O)/C(=C\c3cc(Br)cc(Br)c3O)S2)cc1
  49 | 0.51
Cc1onc(-c2ccccc2Cl)c1C(=O)OCC(=O)c1ccc2c(c1)OCCO2
  3 | 0.97
Cc1ccc(-n2c(=O)[nH]cc(C(=O)Nc3ccc4c(c3)OCCO4)c2=O)cc1
  5 | 0.95
C=C(C)[C@@H]1CC[C@]2(C(=O)O)CC[C@]3(C)C(CCC4[C@@]5(C)CC[C@H](O)C(C)(C)C5CC[C@]43C)C12 (some centres not stated)
  -1 | 1
CC(C)C1Nc2ccc(S(N)(=O)=O)cc2C2C=CCC21 (configuration not stated)
  45 | 0.55
O=C(NC1CCN(C(=O)N2CCOCC2)CC1)c1ccccc1
  9 | 0.91
COc1ccc(NC(=O)CC2C(=O)N(c3cccc(C)c3)C(=O)N2C2CCCCC2)cc1 (configuration not stated)
  -17 | 1.2
CCOC(=O)C1CCCN(S(=O)(=O)c2cc(OCC(N)=O)c(C)cc2Cl)C1 (configuration not stated)
  4 | 0.96
O=C(CN1C(=O)NC2(CCCCCCC2)C1=O)NC(=O)NCc1ccco1
  -10 | 1.1
Cn1nnnc1SCC(=O)NCc1cccs1
  5 | 0.95
Cc1cc(C)n(C(=O)CCC(=O)Nc2ccc(C)c(C)c2)n1
  19 | 0.81
O=C(CSCc1c(Cl)cccc1Cl)NCC1CCCO1 (configuration not stated)
  1 | 0.99
Cc1cc(=O)c2ccc3ccccc3c2[nH]1
  8 | 0.92
Cc1cc(N(C)Cc2ccccc2)nc(-c2ccccc2)n1
  -1 | 1
CC1CCCCC1NC(=S)Nc1ccc(Cl)cc1Cl (configuration not stated)
  -8 | 1.1
O=C(O)c1ccc(CSc2nnnn2C2CCCCC2)cc1
  3 | 0.97
Cn1c(C(=O)N2CCN(C(=O)c3ccco3)CC2)cc2c(=O)n3ccccc3nc21
  9 | 0.91
CC1(C)N=C(SCC(=O)Nc2ccc(Cl)cc2Cl)C(c2ccccc2)=N1
  10 | 0.9
Cn1nc(C(=O)Nc2ccc(S(=O)(=O)N3CCCC3)cc2)ccc1=O
  3 | 0.97
COc1cccc2c1OC1(C)CC2N(C(=O)c2ccco2)C(=S)N1c1ccc(F)cc1 (configuration not stated)
  11 | 0.89
O=C(CCN1C(=O)c2ccccc2C1=O)NC(=S)Nc1cccc(Cl)c1
  4 | 0.96
CCOC(=O)C1=CN(Cc2cccc(-c3cccnc3)c2)S(=O)(=O)N(C)C1C (configuration not stated)
  -8 | 1.1
CC(C)(C)c1nnc2sc(SCCN3C(=O)c4ccccc4C3=O)nn2c1=O
  7 | 0.93
CCN(CC)C(=O)[C@H]1C[C@H](CC(=O)NC(C)(C)C)C(=O)N2CCc3c([nH]c4ccc(Cl)cc34)[C@]12C
  -8 | 1.1
COc1ccccc1-c1n[nH]c(=S)o1
  8 | 0.92
CCOC(=O)c1c(C2CC2)csc1NC(C)=O
  16 | 0.84
CC(C)Cc1nc2oc3c(N4CCN(CCO)CC4)ncnc3c2c2c1CCCC2
  8 | 0.92
CCN1CCN(S(=O)(=O)c2cc(OCC(=O)NC3CCCCC3)c(C)cc2Cl)CC1
  -9 | 1.1
CCOc1ccc(CC(=O)OCN2C(=O)c3ccccc3C2=O)cc1
  7 | 0.93
COC(=O)c1c(NC(=O)CN2CCC(C)CC2)c2c(C)cccc2n1C
  -9 | 1.1

# More entries follow:
SMILES,mouse IAP activators,mouse IAP activators Fold change
CN1/C(=C\C(=O)COC(=O)CN2C(=O)C3CC=CCC3C2=O)C(C)(C)c2ccccc21 (configuration not stated),3,0.97
O=C(O)C1C2C=CC(O2)C1C(=O)NCCC1=CCCCC1 (configuration not stated),-12,1.1
COc1cccc2sc(N3CCN(c4nc5ccccc5s4)CC3)nc12,5,0.95
Cc1ccccc1Nc1c(N)c(=O)oc2ccccc12,5,0.95
COc1ccc(CCC(=O)Nc2nc3c(s2)CN(C)CC3)cc1OC,5,0.95
CCN(CC)CCOC(=O)c1ccc(NC(=O)C2(c3ccccc3)CCCC2)cc1,1,0.99
COC(=O)C(C)Sc1nc2c([nH]c3ccccc32)c(=O)n1C (configuration not stated),2,0.98
COc1cc(C2CC(=O)Oc3cc(C)c(Cl)c(C)c32)cc(OC)c1OC (configuration not stated),-6,1.1
COc1ccc(/C=N/Nc2nonc2N)cc1OC,8,0.92
COc1ccc(C(=O)Nc2ccc(S(=O)(=O)N3CCCCC3)cc2)cc1,-11,1.1
NC(=O)CSc1nnc(-c2ccoc2)o1,1,0.99
C=C(C)CSc1nnc([C@@H]2CCCN2C(=O)OC(C)(C)C)o1,-3,1
O=C(/C=C\c1ccco1)NC(=S)Nc1ccccc1O,72,0.28
COc1ccccc1NC(=O)CCNS(=O)(=O)c1ccc2[nH]c(=O)oc2c1,74,0.27
COc1ccccc1C1CC(=O)Oc2cc(C)cc(C)c21 (configuration not stated),-6,1.1

# Overlap with the part before: 3 entries, then new ones.
SMILES,mouse IAP activators,mouse IAP activators Fold change
O=C(/C=C\c1ccco1)NC(=S)Nc1ccccc1O,72,0.28
COc1ccccc1NC(=O)CCNS(=O)(=O)c1ccc2[nH]c(=O)oc2c1,74,0.27
COc1ccccc1C1CC(=O)Oc2cc(C)cc(C)c21 (configuration not stated),-6,1.1
NC(=O)c1sc2nc(-c3ccco3)ccc2c1N,52,0.48
COc1ccc(NC(=O)Nc2ccc3c(c2)C(=O)N([C@H](C)CO)C[C@H](C)[C@@H](CN(C)C(=O)NC2CCCCC2)O3)cc1,-64,1.6
CCCNC(=O)CCNC(=O)[C@H](O)C(C)(C)CO,0,1
CCN(CC)S(=O)(=O)c1cc(C(=O)NC2=NCCS2)ccc1Cl,5,0.95
N/C(=N\OC(=O)c1ccc(Cl)c(Cl)c1)c1cccnc1,13,0.87
CC1Cc2ccccc2N1C(=O)CSc1nnnn1C1CCCC1 (configuration not stated),7,0.93
Cc1ccc2c3c1C1(C(=O)N3C(C)(C)CC2C)C(C#N)=C(N)Oc2cc(O)ccc21 (configuration not stated),6,0.94
Cc1ccc(C(=O)Nc2cc(Cl)ccc2OC(=O)c2ccc(C)cc2)cc1,5,0.95
COc1ccccc1/C=N/NC(=O)C1=NNC(c2ccccc2)(c2ccccc2)C1,12,0.88
CC(NC(=S)Nc1ccc(S(=O)(=O)N2CCOCC2)cc1)C1CC2CCC1C2 (configuration not stated),-145*,2.5*
COc1ccc(CNC(=S)NC(C)CCc2ccccc2)cc1 (configuration not stated),-3,1
Cn1nccc1/C=C(/C#N)S(=O)(=O)c1ccccc1,-3,1
Nc1cc(=O)[nH]c(SCc2nnc(-c3ccccc3)o2)n1,16,0.84
O=C(O)Cn1c(-c2cscn2)nc2ccccc21,-4,1
Cc1c(NC(=O)C2CCCNC2=O)c(=O)n(-c2ccccc2)n1C (configuration not stated),-13,1.1

# A few values from the results shown:
# CCCCc1ccc(CC(=O)O)cc1 – mouse IAP activators Fold change: 0.91
# CCN1CCN(S(=O)(=O)c2cc(OCC(=O)NC3CCCCC3)c(C)cc2Cl)CC1 – mouse IAP activators Fold change: 1.1
# COc1ccc(CNC(=S)NC(C)CCc2ccccc2)cc1 (configuration not stated) – mouse IAP activators Fold change: 1
# CCN(CC)CCOC(=O)c1ccc(NC(=O)C2(c3ccccc3)CCCC2)cc1 – mouse IAP activators: 1
# C[C@H](CO)N1C[C@H](C)[C@@H](CN(C)S(=O)(=O)c2cccs2)Oc2ccc(NC(=O)Nc3ccccc3)cc2C1=O – mouse IAP activators Fold change: 2.5*
# COc1ccc(NC2=NC(=S)N(c3cccc(C)c3)C23CCCCC3)cc1 – mouse IAP activators: -4

# The main list resumes, repeating the two entries before the break.
SMILES,mouse IAP activators,mouse IAP activators Fold change
O=C(O)Cn1c(-c2cscn2)nc2ccccc21,-4,1
Cc1c(NC(=O)C2CCCNC2=O)c(=O)n(-c2ccccc2)n1C (configuration not stated),-13,1.1
C=CCNc1nc(Nc2ccc(OC)cc2)nc(OC)n1,1,0.99
Cc1onc(-c2ccccc2Cl)c1C(=O)OCC(=O)N1CCCc2ccccc21,-2,1
COc1ccc(CC(NC(C)=O)C(=O)NC2CCN(C(=O)Nc3ccc(Cl)cc3)CC2)cc1OC (configuration not stated),-7,1.1
Cc1ccc(NC(=O)NCC2CCN(Cc3cccc(Cl)c3)CC2)cc1Cl,-87*,1.9*
Cc1nc2cc(C(F)(F)F)ccc2n1C1CCN(CC(=O)N2CCOCC2)CC1,-11,1.1
COc1cccc(-c2noc(CCC(=O)N3CCN(c4cc(C)ccc4C)CC3)n2)c1,-10,1.1
CCC(C)NC(=O)CO/N=C/c1ccc(C(=O)OC)cc1 (configuration not stated),9,0.91
CCOC(=O)CN1C(=O)NC(C)(c2ccc(OC(F)F)cc2)C1=O (configuration not stated),10,0.9
COCCn1cnnc1SCC(=O)Nc1ccccc1C(=O)Nc1ccc2c(c1)OCO2,2,0.98
C=CCn1c(C)cc(C(=O)CSc2nnc(Cc3ccccc3)o2)c1C,6,0.94
O=C(Nc1sc2c(c1C(=O)O)CCC2)c1ccccc1,21,0.79
O=S(=O)(c1cnc[nH]1)N1CCCCCC1,12,0.88
Oc1ccccc1-c1nc(N2CCCC2)c2ccccc2n1,0,1
Cc1ccc(Oc2cc(C#N)c(C#N)cc2-n2nnc3ccccc32)cc1C,-7,1.1
CCCCCc1nc2c(=O)[nH]c3ccccc3c2o1,2,0.98
CCN(CC)S(=O)(=O)c1cc(C(=O)N2CCc3ccccc32)ccc1Cl,3,0.97
CCn1c(CSc2nnc(C)n2-c2ccccc2)nc2cc(S(=O)(=O)N(C)C)ccc21,2,0.98
Cc1cccc(-n2nnc(C(=O)Nc3ccc(F)cc3)c2N)c1,2,0.98
Cc1onc(-c2ccccc2)c1C(=O)n1cc(Br)cn1,1,0.99
COc1ccccc1CNC(=O)C(CC(C)C)NC(=O)C1CCC(C)CC1 (configuration not stated),-21,1.2
CC(C)=CCC/C(C)=C/CNC(=O)C[C@H]1C[C@H](C(=O)N2CCOCC2)[C@@]2(CCC3CCCC3)c3[nH]c4cc(CCC(=O)N(C)C)ccc4c3CCN2C1=O,-2,1
COc1ccc(NC(=O)Nc2ccc3c(c2)N(C)C(=O)CS3)cc1OC,-48,1.5
O=c1nc2s/c(=C\c3ccco3)c(=O)n2nc1Cc1ccc(F)cc1,58,0.42
O=C(CC1CCCCC1)NC1CCCC1,11,0.89
COc1ccc(C(CNC(=O)c2cc(=O)[nH]c3ccccc23)N2CCCC2)cc1 (configuration not stated),9,0.91
COc1ccc(CNC(=S)Nc2cccc(Cl)c2)cc1,-25,1.2
COc1ccccc1C(CC(=O)Nc1ccc(C)c(C)c1)c1ccc(OC(C)C)cc1 (configuration not stated),-106*,2.1*

# Not a retest: 2 of the compounds above.
SMILES,mouse IAP activators,mouse IAP activators Fold change
COc1ccc(CNC(=S)Nc2cccc(Cl)c2)cc1,-25,1.2
COc1ccccc1C(CC(=O)Nc1ccc(C)c(C)c1)c1ccc(OC(C)C)cc1 (configuration not stated),-106*,2.1*

# High-throughput results (PubChem BioAssay)
